aSyn rescue = inhibitors of alpha-synuclein toxicity in yeast; 370,000 tested, 0.14% active; Potency, µM (titrated, usually from 46.1 µM), inactives show at the highest dose growth rescue (activation), usual class: activators; Yeast expressing alpha-synuclein, growth rescue, BacTiter-Glo, 24 h; further: % of control where 0% means no effect; nearly all actives have a fitted effect of over 65% in size
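Screening used galactose-induced yeast with toxic alpha-synuclein levels, exposed to compound for 24 hr at 30 deg C. Cell growth, read with BacTiter-Glo luminescence, gave the measured signal.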
PTHR1 ag = PTHR1 (human) receptor agonism | Q03431 | HEK293 GP2 PTHR1 cells, GloSensor cAMP luminescence, 1 h | Potency, µM (series often up to 115 µM), for the others: at the highest dose activation, hits mostly activators | 410,000 tested, 0.075% active; further: nearly all actives have a fitted effect of over 55% in size; some results filed as inactive show a strong effect at the top dose; inactives centre near -15; many of its hits are not listed in these tables
Target sequence (Q03431 whole entry, looked up): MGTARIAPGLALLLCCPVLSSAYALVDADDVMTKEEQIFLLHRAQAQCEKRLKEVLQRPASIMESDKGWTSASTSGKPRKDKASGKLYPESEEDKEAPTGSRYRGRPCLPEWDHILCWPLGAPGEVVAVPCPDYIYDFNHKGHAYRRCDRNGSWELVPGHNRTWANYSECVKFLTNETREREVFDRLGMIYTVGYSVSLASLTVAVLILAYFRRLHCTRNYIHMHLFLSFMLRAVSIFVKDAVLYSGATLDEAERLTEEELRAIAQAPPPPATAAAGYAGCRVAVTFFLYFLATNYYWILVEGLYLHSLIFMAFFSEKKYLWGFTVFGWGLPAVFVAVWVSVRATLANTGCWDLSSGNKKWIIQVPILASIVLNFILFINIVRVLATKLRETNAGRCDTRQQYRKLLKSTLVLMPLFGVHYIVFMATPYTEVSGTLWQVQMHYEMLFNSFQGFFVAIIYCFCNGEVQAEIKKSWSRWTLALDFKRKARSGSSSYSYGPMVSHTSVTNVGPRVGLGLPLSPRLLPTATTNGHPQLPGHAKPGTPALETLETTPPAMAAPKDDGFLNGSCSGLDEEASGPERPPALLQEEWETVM
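HEK-293-derived GP2 cells expressing PTHR1 and a GloSensor cAMP reporter, 3,000/well, plated overnight, given luciferin plus IBMX (each 0.5 mM as added) for 1 h at 37 °C, then compound for 1 h at 37 °C. Luminescence was read after 15 min at room temperature.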
TDP43 rescue = inhibitors of TDP-43 toxicity in yeast; AID 652104; Potency, µM (doses to about 46.1 µM), inactives show at the highest dose growth rescue (activation), usual class: activators; 410,000 tested, 1.8% active; TDP-43 expressing yeast growth rescue, BacTiter-Glo, 24 h; further: % of control where 0% means no effect; nearly all actives have a fitted effect of over 50% in size
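Luminescence from BacTiter-Glo reports growth of TDP-43-expressing yeast after 24 hr at 30 deg C with compound. Cells were raffinose-pregrown to mid-log, then seeded in galactose medium at OD600=0.02.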
EPAC2 ag = activates human EPAC2 exchange factor | 360,000 tested, 0.079% active | AID 720711 | Potency, µM (titrated, usually from 154 µM), inactives show top-dose activation, most hits filed as activators | EPAC2 activation, biochemical qHTS; response scale: 100% = 6.5 mM cAMP response | Q8WZA2; further: nearly all actives have a fitted effect of over 50% in size
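Fluorescence exchange assay: 100 nM EPAC2 with 250 nM RAP1B-BODIPY-GDP and 50 uM GDP; compounds tested as a concentration-titration series (qHTS). Loss of Rap1-bound BODIPY-GDP fluorescence read at 480/540 nm; data normalized to 6.5 mM cAMP.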
EPAC1 agonist = agonists of human EPAC1. 360,000 tested, 0.073% active. EPAC1 agonist qHTS, biochemical assay; response scale: 100% = response to 6.5 mM cAMP. Potency, µM (doses to about 154 µM), without a hit: at the top dose activation, actives largely listed as activators; further: nearly all actives have a fitted effect of over 60% in size
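Nucleotide exchange by EPAC1 (100 nM) on Rap1B–BODIPY-GDP (250 nM) in the presence of 50 uM GDP is tracked fluorescently at 480/540 nm over 30 min. Signals are normalized to a 6.5 mM cAMP control.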
FUS suppressor = rescues growth of FUS-expressing yeast | Potency, µM (top dose mostly 76.6 µM), for inactives: at the highest dose growth rescue (activation), usual class: activators | 390,000 tested, 0.24% active | S. cerevisiae FUS-expressing, growth rescue, OD600, 24 h;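 further: plate controls were DMSO vehicle for no effect and reference control for full effect; nearly all actives have a fitted effect of over 55% in size; some results filed as inactive show a strong effect at the top dose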
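Cultures pregrown in 2.5% raffinose medium are shifted to minimal medium containing 2% galactose to express toxic FUS. Compounds are tested at several concentrations. After 24hr at 30C, growth is quantified at 600 nm absorbance.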
EPAC2 antagonist = blocks human EPAC2 exchange factor; 360,000 tested, 0.18% active; EPAC2 GEF exchange of Rap1B-BODIPY-GDP, fluorescence; Potency, µM (titrated, usually from 114 µM), for inactives: at the highest dose activity, negative = inhibition, hits mostly inhibitors; Q8WZA2; further: on the % scale 0 is the no-effect control and ±100 the full control effect; nearly all actives have a fitted effect of over 45% in size; many of its hits are not listed in these tables
EPAC1 antag = antagonists of human EPAC1; 360,000 tested, 0.14% active; O95398; AID 720709; Potency, µM (series often up to 115 µM), for the others: top-dose activity change, negative = inhibition, most hits filed as inhibitors; EPAC1 GEF assay, Rap1b-BODIPY-GDP exchange fluorescence;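 further: plate controls were vehicle for no effect and positive control for full effect; nearly all actives have a fitted effect of over 50% in size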
Starred values were filed as active, the others as inactive; i = inactive; u = inconclusive; x = no result given; & = joins results of further samples; [ ] = another dose, or the depositor's remark. The call rests on the fitted dose curve; in most records, active means well fitted curve in the direction sought with a large enough effect; inconclusive means small, poorly fitted or top-dose-only effect, or another doubt; inactive means no such curve, though single readings can be large; an effect the other way counts as inactive or inconclusive. Potency means the concentration at half of the fitted maximal effect. Some of the compounds tested. The share of hits here may be higher or lower than overall.

1	COc1ccc(N2C(=O)NC3CC2(C)Oc2ccc(Cl)cc23)cc1OC (centres undefined)
2	Cc1ccc(S(=O)(=O)N2Cc3ccccc3CC2C(=O)Nc2ccc3c(c2)OCO3)cc1 (centres undefined)
3	CCOc1ccc(Nc2ccc(C(=O)O)cc2[N+](=O)[O-])cc1
4	N#CC1=C(N)N(c2ccc(F)cc2)C(=O)C1
5	CC1CC(C)CN(S(=O)(=O)c2ccc(NC(=O)C3CC(=O)N(Cc4ccccc4)C3)cc2)C1 (centres undefined)
6	CC(=O)c1ccc(NS(=O)(=O)c2ccc3c(c2)N(C(C)=O)CCO3)cc1
Assay by compound	1	2	3	4	5	6
aSyn rescue	1%	10%	-9%	-7%	2%	-1%
PTHR1 ag	-41%	-4%[57.5 µM]	-13%	i	i	i
TDP43 rescue	8%	-5%	u	-5%	9%	-3%
EPAC2 ag	7%	5%	2%	10%	8%	15%
EPAC1 agonist	-4%	9%	-9%	8%	14%	-1%
FUS suppressor	x	18%	2%	-12%	41%	1%
EPAC2 antagonist	11%	9%	-13%	4%	-21%	4%
EPAC1 antag	5%	-6%	3%	13%	-9%	-11%

7	CCOC(=O)CSc1nc2ccc(NC(C)=O)cc2s1
8	C=CCn1c(COc2ccc(Cl)cc2)nnc1SCC(=O)N/N=C/c1ccccc1
9	CCCS(=O)(=O)N1CCN(c2ccccn2)CC1
10	CCCCNC(=O)C1CCC(CNS(=O)(=O)c2ccc(NC(C)=O)cc2)CC1 (centres undefined)
11	CCOC(=O)c1cc(CC)sc1/N=C/c1c(O)ccc2ccccc12
12	COc1ccccc1CCNS(=O)(=O)CCNC(=O)c1ccccc1
Assay by compound	7	8	9	10	11	12
aSyn rescue	-1%	1%	-1%	-2%	7%	-2%
PTHR1 ag	-15%	-1%[57.5 µM]	i	i	i	i
TDP43 rescue	-16%	14%	-10%	u	-14%	-1%
EPAC2 ag	7%	15%	4%	6%	13%	2%
EPAC1 agonist	-3%	8%	8%	-13%	8%	3%
FUS suppressor	1%	0%	13%	-17%&23%	5%	7%
EPAC2 antagonist	9%	-4%	0%	1%	0%	8%
EPAC1 antag	5%	-11%	-3%	26%	-22%	4%

13	COc1cc(C)ccc1OCCCCNCc1ccccc1
14	COCCn1c(C)cc(C(=O)COC(=O)C2CC(=O)N(CCc3ccc(OC)c(OC)c3)C2)c1C (centres undefined)
15	Cc1ccc(C2C(C=Nc3c(C)n(C)n(-c4ccccc4)c3=O)=C(c3ccccc3)Oc3ccccc32)cc1 (centres undefined)
16	O=C(Nc1ccc([N+](=O)[O-])cc1)C1CC12CCC2 (centres undefined)
17	CCCc1[nH]nc2c1C(c1ccc(O)cc1OCC)C(C#N)=C(N)O2 (centres undefined)
18	CCC(Oc1ccccc1)C(=O)Nc1ccc(S(=O)(=O)Nc2ncccn2)cc1 (centres undefined)
Assay by compound	13	14	15	16	17	18
aSyn rescue	20%	0%	-4%	3%	1%	1%
PTHR1 ag	i	-24%	i	-14%	-16%	i
TDP43 rescue	-6%	-20%	-9%	-6%	-8%	-8%
EPAC2 ag	7%	3%	4%	4%	-5%	0%
EPAC1 agonist	-2%	-8%	0%	12%	9%	-2%
FUS suppressor	-12%	34%	14%	14%	0%	5%
EPAC2 antagonist	1%	11%	-1%	-9%	-4%	2%
EPAC1 antag	-5%	4%	-1%	0%	-10%	3%

One compound at a time, as listed above. Values in the order: aSyn rescue, PTHR1 ag, TDP43 rescue, EPAC2 ag, EPAC1 agonist, FUS suppressor, EPAC2 antagonist, EPAC1 antag
COCCn1c(C)cc(C(=O)COC(=O)C2CC(=O)N(CCc3ccc(OC)c(OC)c3)C2)c1C (centres undefined) reads 0%, -24%, -20%, 3%, -8%, 34%, 11%, 4%
N#CC1=C(N)N(c2ccc(F)cc2)C(=O)C1 reads -7%, i, -5%, 10%, 8%, -12%, 4%, 13%
COc1ccccc1CCNS(=O)(=O)CCNC(=O)c1ccccc1 reads -2%, i, -1%, 2%, 3%, 7%, 8%, 4%
CCCCNC(=O)C1CCC(CNS(=O)(=O)c2ccc(NC(C)=O)cc2)CC1 (centres undefined) reads -2%, i, u, 6%, -13%, -17%&23%, 1%, 26%

Continued.
19	COc1ccc(Cc2nc3ccc(C(=O)N(C)CCO)cc3o2)cc1
20	CCOC(=O)[C@]12CCCC=C1N(Cc1ccccc1)C(=O)[C@H](CC(=O)N1CCOCC1)C2
21	COC(=O)c1ccc(OC)c(CSc2nnc(-c3ccc(C(C)(C)C)cc3)o2)c1
22	CCOc1ccccc1CNS(=O)(=O)c1csc(C(N)=O)c1
23	CO[C@H]1CN(C)C(=O)c2ccc(NC(=O)C3CCC3)cc2OC[C@H](C)N(Cc2ccccn2)C[C@@H]1C
24	Cc1ccsc1-c1cc2nc(Nc3ccc(F)cc3)n(C)c(=O)c2s1
Assay by compound	19	20	21	22	23	24
aSyn rescue	1%	0%	16%	3%	1%	7%
PTHR1 ag	i	-5%	-12%[57.5 µM]	u	i	20%
TDP43 rescue	-1%	18%	17%	-4%&-5%	0%	u
EPAC2 ag	-3%	4%	5%	-5%	8%	1%
EPAC1 agonist	3%	0%	13%	7%	-1%	1%
FUS suppressor	3%	7%	0%	18%&2%	2%	5%
EPAC2 antagonist	-6%	6%	-13%	2%	-12%	1%
EPAC1 antag	3%	17%	-1%	-3%	2%	11%

25	CC(C)(C)c1ccc(-c2csc(NC(=O)CN3C(=O)NC4(CCCCC4)C3=O)n2)cc1
26	C=CCOC(=O)C1=C(C)NC(SC)=C(C#N)C1c1cccs1 (centres undefined)
27	Cc1ccc(NC(=O)c2ccc(CSc3nnc(-c4ccncc4)n3C)cc2)cc1
28	CC(C)CC(=O)N1CCN(S(=O)(=O)c2ccc(F)cc2)CC1
29	O=C(C1=C[C@@H](c2coc3ccccc3c2=O)C[C@@H](OCc2ccc(CO)cc2)O1)N1CCN(Cc2ccc3c(c2)OCO3)CC1
30	COc1cc(O)c(C(=O)CC(=O)c2ccncc2)c(OC)c1
Assay by compound	25	26	27	28	29	30
aSyn rescue	-1%	9%	-1%	-5%	1%	-12%
PTHR1 ag	-20%[57.5 µM]	i	-4%[57.5 µM]	i	-2%	-5%
TDP43 rescue	16%	24%	-9%	-8%	16%	u
EPAC2 ag	9%	1%	-5%	2%	u	-2%
EPAC1 agonist	3%	4%	6%	6%	2%	2%
FUS suppressor	13%	15%	5%	6%	-2%	12%
EPAC2 antagonist	-1%	-20%	-5%	-1%	5%	8%
EPAC1 antag	-17%	-4%	-19%	10%	6%	-11%

31	COc1ccc(OC)c(NC(=S)NCCC(c2ccccc2)c2ccccc2)c1
32	COc1ccccc1-c1nnc(NC(=O)C(C)C)s1
33	Cc1cc(C)c(C#N)c(SCC(=O)Nc2ccccc2C#N)n1
34	COc1ccc(OC)c(N=CC2=C(O)CC(C)(C)CC2=O)c1
35	CN1/C(=C\C(=O)c2cncc(Br)c2)C(C)(C)c2ccccc21
36	O=C(NNC(=O)C1CC1c1ccccc1)c1ccccc1F (centres undefined)
Assay by compound	31	32	33	34	35	36
aSyn rescue	-2%	7%	2%	8%	13%	5%
PTHR1 ag	-34%[inhibitor]	i	-1%	i	-45%[inhibitor]	-3%
TDP43 rescue	0%	10%	0%	6%	13µM*	6%
EPAC2 ag	8%	7%	x	3%	12%	-8%
EPAC1 agonist	10%	-1%	x	6%	14%	-9%
FUS suppressor	17%	-21%	-5%	-7%	4%	-2%
EPAC2 antagonist	-4%	21%	x	-8%	-6%	3%
EPAC1 antag	-4%	10%	x	-9%	-27%	-2%

37	COc1ccc(Cl)cc1N1C(=O)C2CCCN2C1c1ccc(F)cc1 (centres undefined)
38	CCc1c(C)nc(SC(C(=O)O)c2ccccc2)c(C#N)c1C (centres undefined)
39	CCCN(CCC)S(=O)(=O)c1ccc(C(=O)Nc2nnc(COC)o2)cc1
40	O=C(CN1CCN(c2ccccc2)CC1)Nc1ccccc1C(F)(F)F
41	Cc1ccc(NS(=O)(=O)c2ccc3c(c2)NC(=O)C(C)C(=O)N3)cc1C (centres undefined)
42	COc1ccc(CNC(=S)NCc2ccc(OC(C)C)cc2)cc1
Assay by compound	37	38	39	40	41	42
aSyn rescue	0%	3%	17%	-12%	8%	5%
PTHR1 ag	6%	-14%	-1%	-12%[57.5 µM]	i	-3%
TDP43 rescue	5%	7%	13%	-9%	22%	u
EPAC2 ag	5%	-4%	-5%	-18%	9%	-5%
EPAC1 agonist	3%	-6%	-17%	2%	3%	3%
FUS suppressor	9%	x	16%	-17%	-13%	12%
EPAC2 antagonist	-17%	8%	-7%	-4%	5%	-17%
EPAC1 antag	2%	5%	12%	-7%	0%	5%

43	C[C@]12CC[C@@H]3c4ccc(O)cc4CC[C@H]3[C@@H]1CCC2=O
44	COc1ccc(CCCc2nnc(SCc3nc4ccccc4c(=O)[nH]3)n2C)c(C)c1
45	O=C(NC1CCCCC1)C(=S)N1CCOCC1
46	COc1ccc(CNC[C@H]2O[C@@H](n3ccc(=O)[nH]c3=O)[C@H](O)[C@@H]2O)cc1OC
47	O=C(NCc1ccco1)C1CC(c2cc(C(F)(F)F)cc(C(F)(F)F)c2)=NO1 (centres undefined)
48	CC(C)C[C@H]1CN([C@@H](CC(C)C)CN2CCC[C@@H]2CN2C(=S)NC[C@@H]2Cc2ccc(O)cc2)C(=S)N1CC1CCCCC1
Assay by compound	43	44	45	46	47	48
aSyn rescue	4%&12%	-6%	1%	1%	-11%	-48%[inhibitor]
PTHR1 ag	-42%[inhibitor]	i	3%	-7%	-2%	i
TDP43 rescue	4.5µM*	3%	9%	-13%	6%	27%
EPAC2 ag	-8%	19%	2%	5%	-15%	-5%
EPAC1 agonist	-31%[inhibitor]	5%	4%	-6%	-15%	-27%
FUS suppressor	-24%	-31%	-30%	-13%	5%	u
EPAC2 antagonist	5%	-5%	-2%	9%	-17%	4%
EPAC1 antag	-4%	-5%	-2%	-1%	-23%	-18%

49	COc1ccc(NCN2C(=O)C3C4C=CC(C4)C3C2=O)cc1 (centres undefined)
50	CC(=O)OCCCNc1cc(Sc2nc3ccccc3s2)c2nonc2c1[N+](=O)[O-]
51	COCCNC(=O)CSc1nccn1Cc1ccc2c(c1)OCO2
52	c1ccc(-c2cc(N3CCCCC3)c3ccccc3n2)cc1
Assay by compound	49	50	51	52
aSyn rescue	1%	9%	-10%	10%
PTHR1 ag	i	-16%	i	-13%
TDP43 rescue	u	14%	-17%	17%
EPAC2 ag	6%	11%	2%	13%
EPAC1 agonist	11%	4%	4%	13%
FUS suppressor	12%	x	2%	11%
EPAC2 antagonist	1%	2%	-1%	u
EPAC1 antag	18%	4%	3%	-14%

Bioassay records (PubChem BioAssay)
